# Salmonella PhoP GFP = inhibitors of PhoP regulon expression, primary screen, Salmonella Typhimurium, GFP reporter (AID 1863); S. Typhimurium PhoP-regulated promoter GFP reporter, 4 h; higher % means a stronger effect; inhibition, % at 50 µM, or IC50 in µM where a hit was titrated; 300,000 compounds, 0.16% hits;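 active = inhibition over 29.93%, a cutoff 3 SD above the screen mean, later confirmed by dose response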;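 also: 0% = low Mg2+ inducing control and 100% = high Mg2+ repressing control; strong numbers were not always called active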
# T cell HTS = T cell immune modulators affecting CD8 T cell-vesicle binding. 2C CD8+ T cell-vesicle binding, flow cytometry; hits give low values. calls only at 7 µM. 330,000 compounds, 0.068% hits. AID 2052;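 active = response, share of CD8 T cells binding vesicles, and their 90th percentile fluorescence all below set limits, cut at about 80% in these data, passing the limit was not always enough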
#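 Also added: QL9-peptide-loaded Drosophila micro-vesicles bearing Ld, ICAM-1 and B7-1; Test system: purified 2C TCR transgenic mouse naive CD8+ T cells; Measured by: cytometric PE anti-B7-1 and Alexa647 anti-CD8 signals after 1% paraformaldehyde fixation; Timing: binding step 1.5 h, 37 °C, antibody labelling 20 min, ice.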
# West Nile virus CPE = inhibition of WNV-induced cytopathic effect – cell-based, CPE readout (AID 1621). West Nile virus-infected cells, CPE inhibition; higher % means a stronger effect. CPE inhibition, % at 10 µM; hits with a dose series show IC50 in µM. 290,000 compounds, 0.02% hits; in the data active = a potency from the dose series; also: strong numbers were not always called active
# MgcRacGAP inhibition = MgcRacGAP GTPase-activating activity inhibitors, confirmation, biochemical, ADP Hunter fluorescence; MgcRacGAP-stimulated Rac1 GTP hydrolysis, ADP Hunter fluorescence; higher % means a stronger effect; GST-tagged Rac1 F28L mutant substrate; inhibition, % at 30 µM; hits with a dose series show IC50 in µM; 340,000 compounds, 0.6% hits; AID 624330;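 active = first-screen hits whose inhibition reached a set limit at any dose in the follow-up dose series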;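 also: fluorescence reports GDP produced by GAP-driven GTP hydrolysis; strong numbers were not always called active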
# RSV CPE inhibition = RSV antiviral activity via CPE protection, HEp-2 cells, primary 10 µM value included (AID 2391); CPE inhibition, % at 10 µM, or IC50 in µM where a hit was titrated; 310,000 compounds, 0.13% hits; HEp-2 cells, RSV-induced CPE inhibition; higher % means a stronger effect; in the data active = a potency from the dose series; also: strong numbers were not always called active
# Large T inhibition = TAg ATPase/helicase activity blockers – biochemical (AID 1903) | SV40 large T antigen ATPase/helicase inhibition assay; higher % means a stronger effect | 310,000 compounds, 0.39% hits | one-dose inhibition, % at 20 µM; IC50 in µM for titrated hits; in the data active = a potency from the dose series; also: strong numbers were not always called active
# NS5 inhibitors = Dengue-2 NS5 methyltransferase inhibitors, primary screen, biochemical, confirmation dose response (AID 588689). Dengue-2 NS5 methyltransferase capping enzyme assay, biochemical; higher % means a stronger effect. inhibition, % at 25 µM, or IC50 in µM where a hit was titrated. 340,000 compounds, 0.3% hits; in the data active = a potency from the dose series
# UTI89 phage lysis = inhibition of K1F phage lysis, E. coli UTI89, bacterial capsule biogenesis inhibitors, alamar blue (AID 488966) | E. coli UTI89 K1F phage lysis, alamar blue, 2 h; higher % means a stronger effect | one-dose inhibition, % at 100 µM; IC50 in µM for titrated hits | 340,000 compounds, 0.02% hits;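 active = phage lysis inhibition, versus mean bacterial control, above a set limit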;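 also: capsule biogenesis inhibitors block K1F phage lysis so surviving cells raise fluorescence; higher fluorescence means more inhibition of phage lysis; actives were called in the ten point dose series up to 300 µM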
# NTR1 ag = NTR1-driven beta-arrestin-GFP spot formation – imaging, U2OS cells, high content, primary screen (AID 493036); activation, % at 20 µM; P30989; agonist mode; 330,000 compounds, 0.17% hits;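 active = activation at or above 40% of the spot to cytoplasm intensity ratio, with at least 20 cells analyzed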;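 also: 0% = DMSO without peptide and 100% = 100 nM NTR1 peptide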
# Target sequence (P30989 whole entry, looked up): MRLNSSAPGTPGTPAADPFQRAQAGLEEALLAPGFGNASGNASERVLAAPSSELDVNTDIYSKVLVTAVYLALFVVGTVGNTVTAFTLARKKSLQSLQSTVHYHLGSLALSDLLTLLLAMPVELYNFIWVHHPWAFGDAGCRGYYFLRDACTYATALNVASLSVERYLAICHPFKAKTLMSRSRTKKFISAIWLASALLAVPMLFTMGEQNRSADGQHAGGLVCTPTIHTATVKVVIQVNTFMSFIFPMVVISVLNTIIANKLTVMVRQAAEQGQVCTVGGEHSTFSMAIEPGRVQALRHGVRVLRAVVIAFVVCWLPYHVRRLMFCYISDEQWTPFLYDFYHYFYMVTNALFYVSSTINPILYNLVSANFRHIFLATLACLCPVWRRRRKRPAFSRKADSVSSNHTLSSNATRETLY
# T cell HTS vesicle-bound % = second read-out of T cell HTS, no call of its own (marks repeat the call); double positive events, %; measured here: CD8+ vesicle-bound cell fraction;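 binding gate set so that unloaded-vesicle control wells show 10% double positive cells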
# NTR1 ag cell count 20 µM = also measured in NTR1 ag; calls as there; cell count; measured here: cell count, cytotoxicity flag
# Active calls of the source: *; i = inactive; x = not tested or not shown; [ ] = dose if it differs, or a comment. Not a hit list, and some 1.5% of all compounds hit somewhere here.
SMILES,Salmonella PhoP GFP,T cell HTS,T cell HTS vesicle-bound %,West Nile virus CPE,MgcRacGAP inhibition,RSV CPE inhibition,Large T inhibition,NS5 inhibitors,UTI89 phage lysis,NTR1 ag,NTR1 ag cell count 20 µM
CC1CN(C(=O)COc2ccc3ccccc3c2Br)CC(C)O1 (stereo not given),-5%,i,64,-0.8%,8%,7.7%,5%,-12%,1.1%,2.7,42
CCOc1ccccc1NC(=O)COC(=O)Cc1cccs1,-5%,i,63,-0.4%,6%,1.3%,2%,2%,1.3%[50 µM],1.1,62
CCOC(=O)C1Nc2ccccc2C2C(O)C(O)CC12 (stereo not given),x,i,32,0.6%,-15%,2.7%,13%,48%,1.6%,0.8,51
CCCNC(=S)Nc1cccc(C(F)(F)F)c1,0%,i,40,-1.4%,7%,2.3%,5%,-1%,3.7%,0.1,43
OCC(O)C(O)C(O)C(O)C1NCCS1 (stereo not given),-10%,i,48,0.3%,3%,5.1%,8%,3%,0.4%,-1.0,45
CCO/C=N/c1c(C#N)c2c(c(=S)n1C)COC(C)(C)C2,0%,i,25,0.0%,1%,1.4%,2%,-1%,6.1%,-0.8,37
Cc1ccnc(SCc2cc(=O)c(OC(=O)c3cccs3)co2)n1,7%,i,58,0.2%,2%,-2.0%,11%,-6%,0.0%,-0.4,58
Cn1c(=O)c2c(nc(CN3CCN(C(c4ccccc4)c4ccccc4)CC3)n2CC(N)=O)n(C)c1=O,-1%,i,7,-0.5%,3%,1.3%,-5%,-11%,-9.0%,0.1,86
Cc1ccc(C(=O)Oc2cccc(NC(=O)c3ccccc3)c2)cc1C,-13%,i,34,-1.1%,4%,-0.1%,8%,-8%,0.2%,2.3,49
CSCCC(NC(=O)c1ccccc1)C(=O)NCc1ccc(S(N)(=O)=O)cc1 (stereo not given),0%,i,9,0.3%,6%,1.6%,6%,-2%,0.2%,-0.9,60
COc1ccc(S(=O)(=O)Nc2ccc(C)cn2)cc1,5%,i,54,-1.2%,-15%,0.5%,-1%,3%,-3.5%,1.5,42
Cc1cc(Cl)ccc1C(=O)C1CCCN(C(=O)c2n[nH]c3c2CCCC3)C1 (stereo not given),3%,i,64,-1.6%,4%,6.0%,8%,-8%,0.2%,-0.1,45
C=CCOc1cccc(/C=C/c2nc3ccccc3c(=O)[nH]2)c1,2%,i,46,-0.8%,6%,4.5%,6%,-1%,0.4%,0.1,104
CCCOP(=O)(OCCC)C(Nc1ccc(C(=O)O)cc1)c1ccccc1 (stereo not given),-3%,i,36,0.8%,-5%,0.4%,0%,12%,0.1%,3.9,41
O=C(CN1CCc2ccccc2C1)Nc1ccccc1C(F)(F)F,-2%,i,69,-0.3%,205µM*,2.8%,6%,3%,-0.4%,2.4,56
O=C1CCCC/C=C\C[C@H](CC(=O)N(CCO)Cc2ccccc2)C(=O)N[C@@H](Cc2ccccc2)CO1,x,i,54,x,10%,x,x,-1%,0.0%,-0.3,51
Cc1cccc(NC(=S)NC(=O)c2ccco2)n1,-4%,i,35,-0.5%,7%,3.2%,9%,4%,0.6%[50 µM],1.3,55
NC(=O)c1ccc(NC(=O)c2ccc(COc3ccccc3Br)cc2)cc1,x,x,x,x,1%,x,x,-7%,0.6%[50 µM],-0.7,49
COc1cccc(NC(=O)Cc2nnc(SCC(=O)c3ccccc3)n2C)c1,-8%,x,x,0.3%,6%,x,17%,-10%,0.4%,x,x
CC(=O)Nc1cc(C(=O)O)ccc1S(=O)(=O)c1ccc(Cl)cc1,22%,i,44,1.0%,-7%,x,-7%,-1%,-0.7%,1.5,69
CN1CCN(S(=O)(=O)c2ccc3[nH]cc(C(=O)O)c(=O)c3c2)CC1,4%,i,16,0.9%,8%,-0.1%,5%,-5%,1.3%,-0.7,60
CC(=O)Cn1c(CN2CCN(C(=O)c3ccco3)CC2)nc2c1c(=O)n(C)c(=O)n2C,2%,i,11,0.1%,11%,0.7%,5%,-5%,0.0%,-0.9,57
COc1ccc(-c2n[nH]c(=S)n2-c2ccc3c(c2)OCCO3)cc1,-3%,i,53,-0.2%,13%,0.9%,10%,12%,-0.1%,1.2,81
COc1ccc(Cl)cc1NS(=O)(=O)c1cccc(C(=O)NCC(c2ccco2)N2CCCC2)c1 (stereo not given),0%,i,27,x,3%,-2.1%,5%,-6%,0.2%[50 µM],1.4,54
CN1CCN(S(=O)(=O)c2cccc(C(=O)Nc3ccccc3N3CCCCC3)c2)CC1,5%,i,41,x,8%,-0.7%,12%,0%,0.3%[50 µM],2.8,67
COc1ccc2cc(CN(Cc3ccco3)C(=S)NCC3CCCO3)c(=O)[nH]c2c1 (stereo not given),-5%,i,32,1.4%,12%,-0.5%,4%,-5%,0.0%,-0.4,95
COc1ccc(C(=O)OCC(=O)N(C)C2CCS(=O)(=O)C2)cc1S(=O)(=O)N(C)Cc1ccccc1 (stereo not given),1%,i,46,x,-7%,-0.2%,-1%,2%,1.0%[50 µM],-0.8,61
COc1cccc(CN(CC2CCCO2)S(=O)(=O)c2ccc(-n3cnnn3)c(OC)c2)c1 (stereo not given),-1%,i,55,-1.0%,2%,0.6%,0%,4%,2.2%,3.8,47
CCc1ccc(NC(=O)CSc2nnc(CNC(=O)c3ccc(OC)cc3)o2)cc1,6%,i,31,-0.4%,-2%,1.9%,3%,-10%,0.0%,0.7,61
O=C1C2CCCN2C(=O)N1CCCCN1CCN(c2cccc(C(F)(F)F)c2)CC1 (stereo not given),-2%,i,50,-1.4%,6%,-0.3%,11%,-10%,0.3%,-0.7,71
CC1CCN(S(=O)(=O)c2cccc(-c3cn4cc(Cl)ccc4n3)c2)CC1,0%,i,32,-0.3%,8%,4.8%,-1%,-3%,1.9%,3.2,57
COc1ccc(C(=O)Nc2ccc(S(=O)(=O)N3CCCCC3)cc2)cc1,1%,i,29,-1.3%,9%,7.0%,-2%,-2%,0.6%,-2.0,100
COC(=O)c1cc(OC)c(OC)cc1NC(=O)Cc1cccs1,4%,i,26,-0.1%,1%,-0.5%,17%,-2%,0.3%,1.5,56
Cc1cc(OCC(=O)NNC(=O)c2ccncc2)cc(C)c1Cl,-2%,i,8,0.2%,0%,2.3%,8%,-3%,1.4%[50 µM],-0.9,61
O=C(Nc1ccc(C(=O)N2CCCCC2)cc1)C1CCCCC1,9%,i,58,-0.4%,7%,2.3%,-2%,-13%,0.0%,-1.8,95
O=c1[nH]c(CNCc2cccnc2)nc2ccccc12,4%,i,62,0.5%,2%,1.7%,7%,2%,-0.5%,-0.6,41
COc1ccccc1N=Cc1c(O)c2ccccc2oc1=O,19%,i,8,0.1%,-3%,1.6%,25%,-6%,-0.2%,2.2,68
O=C(/C=C/c1ccco1)N1CCc2ccccc21,-2%,i,7,-0.9%,3%,0.4%,25%,-11%,0.4%,1.2,44
CCC(C)(C(=O)NC1CCCC1)N(Cc1cccs1)C(C)=O (stereo not given),5%,i,36,0.3%,2%,0.3%,-8%,-7%,1.2%,-4.0,69
c1ccc(CCCOCCC2CO2)cc1 (stereo not given),7%,i,24,-0.1%,x,1.4%,3%,x,x,0.8,98

# Compound profiles (already shown). Order of screens: Salmonella PhoP GFP, T cell HTS, T cell HTS vesicle-bound %, West Nile virus CPE, MgcRacGAP inhibition, RSV CPE inhibition, Large T inhibition, NS5 inhibitors, UTI89 phage lysis, NTR1 ag, NTR1 ag cell count 20 µM
# `COc1ccc(C(=O)OCC(=O)N(C)C2CCS(=O)(=O)C2)cc1S(=O)(=O)N(C)Cc1ccccc1` (stereo not given) as listed: 1%, i, 46, x, -7%, -0.2%, -1%, 2%, 1.0%[50 µM], -0.8, 61
# `CN1CCN(S(=O)(=O)c2ccc3[nH]cc(C(=O)O)c(=O)c3c2)CC1` as listed: 4%, i, 16, 0.9%, 8%, -0.1%, 5%, -5%, 1.3%, -0.7, 60
# `CCc1ccc(NC(=O)CSc2nnc(CNC(=O)c3ccc(OC)cc3)o2)cc1` as listed: 6%, i, 31, -0.4%, -2%, 1.9%, 3%, -10%, 0.0%, 0.7, 61

# Next entries follow:
SMILES,Salmonella PhoP GFP,T cell HTS,T cell HTS vesicle-bound %,West Nile virus CPE,MgcRacGAP inhibition,RSV CPE inhibition,Large T inhibition,NS5 inhibitors,UTI89 phage lysis,NTR1 ag,NTR1 ag cell count 20 µM
O=S(=O)(c1ccccc1)C(/C=N\O)/C=C/c1ccccc1 (stereo not given),2%,i,42,x,-10%,-0.2%,5%,-11%,-0.1%,-0.2,98
COC(=O)C(C)Sc1nnc(SC(C)C(=O)OC)s1 (stereo not given),-5%,i,40,0.0%,15%,-0.9%,2%,-9%,0.8%,0.5,53
COc1ccc(NC(=O)c2c3c(nc4ccccc24)CCC3)cc1S(=O)(=O)N1CCOCC1,8%,i,36,0.7%,2%,1.6%,6%,2%,1.5%,0.2,60
CCC1(c2ccc(F)cc2)NC(=O)N(CC(=O)c2cc(C)n(C3CC3)c2C)C1=O (stereo not given),-3%,i,30,x,5%,3.0%,14%,-1%,0.6%[50 µM],6.3,58
Cc1ccc(C(C)c2c(C)c([N+](=O)[O-])cc(C)c2[N+](=O)[O-])cn1 (stereo not given),0%,i,61,-1.1%,10%,3.7%,9%,-6%,0.1%,3.7,62
CC(=O)c1ccc(OC(C)C)c(CSc2nc(O)cc(=O)[nH]2)c1,4%,i,33,0.1%,8%,0.4%,13%,-1%,0.6%,-0.7,46
O=S(=O)(NCc1cccs1)c1ccc(Cl)s1,10%,i,8,0.3%,4%,1.1%,16%,-7%,0.5%,0.1,60
O=C(CNc1cccc(S(=O)(=O)N2CCOCC2)c1)Nc1cccc(Br)c1,1%,i,20,x,-4%,21%,14%,7%,1.5%[50 µM],-0.4,71
COC(=O)C(CCCN1C(=O)c2ccccc2C1=O)(NC(C)=O)c1nn[nH]n1 (stereo not given),-5%,i,20,0.3%,1%,0.5%,5%,-6%,-0.5%,-0.2,34
COc1ccc(S(=O)(=O)N2CCCC2C(=O)NCc2ccccc2Cl)cc1 (stereo not given),-12%,i,51,-1.3%,8%,0.8%,17%,-1%,2.1%,1.3,63
O=C(CN1C(=O)CNC1=O)Nc1ccc(Cl)cc1,-6%,i,32,-0.1%,7%,0.3%,17%,-9%,-0.1%,1.0,66
CCOC(=O)c1cc2sccc2n1CC(=O)N1c2ccccc2CC1C (stereo not given),8%,i,41,-0.5%,4%,1.1%,1%,0%,4.7%,14,53
Cc1cc(C)nc(NS(=O)(=O)c2ccc(NC(=O)C(C)C)cc2)n1,8%,i,52,-0.1%,8%,-0.2%,-5%,0%,0.1%,0.6,51

# Shown as a hit in MgcRacGAP inhibition, of those listed so far:
Molecule	Salmonella PhoP GFP	T cell HTS	T cell HTS vesicle-bound %	West Nile virus CPE	MgcRacGAP inhibition	RSV CPE inhibition	Large T inhibition	NS5 inhibitors
O=C(CN1CCc2ccccc2C1)Nc1ccccc1C(F)(F)F	-2%	i	69	-0.3%	205µM*	2.8%	6%	3%
